# Screening results deposited in PubChem BioAssay by several laboratories.
# VHR inh abs – inhibitors of human VHR1 phosphatase (DUSP3). P51452. recombinant VHR phosphatase, pNPP absorbance. inhibition, % at 13.3 µM. 290,000 compounds, 0.52% hits. AID 1654; in the data active means inhibition above about 50%; further: some compounds called inactive have numbers as strong as hits
# SARS 3CLpro inh – SARS-CoV 3CLpro protease inhibition. P0C6X7. recombinant SARS-CoV 3CLpro, quenched FRET peptide cleavage. AID 1706. inhibition, % at 6 µM. 290,000 compounds, 0.14% hits; in the data active means inhibition above about 12%
# BoNT A protease – blocks Botulinum neurotoxin A light chain protease; multiplex microsphere protease substrate cleavage, flow cytometry; inhibition, % at 10 µM; 360,000 compounds, 0.17% hits; further: plate controls were buffer without enzyme for full effect and enzyme alone for no effect
# PfHsp40 yeast – restores yeast growth despite PfHsp40 toxicity | S. cerevisiae expressing PfHsp40, growth rescue, ATP luminescence | growth rescue, % at 12.5 µM | 340,000 compounds, 0.68% hits | AID 504582; in the data active means growth rescue above about 28%, passing the limit was not always enough; inconclusive means no clear call, values can overlap the other calls;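 further: yeast W303a lacking pdr1 and pdr3 grown in galactose medium; growth measured after three days at 30 °C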
# Anthrax LF prot – inhibitors of Bacillus anthracis lethal factor protease; P15917; multiplex microsphere protease cleavage assay, LF; inhibition, % at 10 µM; 360,000 compounds, 0.12% hits; AID 588501; further: plate controls were buffer without enzyme for full effect and enzyme alone for no effect
# BH1578 lux ind – induces V. cholerae light production without autoinducers; V. cholerae BH1578 lux reporter, luminescence, 6 h; activation, % at 18.7 µM; 350,000 compounds, 0.16% hits; in the data active means activation mostly above about 9.7%, no sharp cut-off; inconclusive means no clear call, values can overlap the other calls; inactive means mostly below about 3.7%; further: not every result past the cut was called active; inactives centre near 0; reference of the scale not given here
# TcdB inh – inhibitors of Clostridioides difficile toxin B glycohydrolase. P18177. TcdB glycohydrolase enzymatic assay, plate reader. inhibition, % at 9.99 µM. 350,000 compounds, 0.24% hits; in the data active means inhibition above about 10%
# Target sequence (P18177 whole entry, looked up): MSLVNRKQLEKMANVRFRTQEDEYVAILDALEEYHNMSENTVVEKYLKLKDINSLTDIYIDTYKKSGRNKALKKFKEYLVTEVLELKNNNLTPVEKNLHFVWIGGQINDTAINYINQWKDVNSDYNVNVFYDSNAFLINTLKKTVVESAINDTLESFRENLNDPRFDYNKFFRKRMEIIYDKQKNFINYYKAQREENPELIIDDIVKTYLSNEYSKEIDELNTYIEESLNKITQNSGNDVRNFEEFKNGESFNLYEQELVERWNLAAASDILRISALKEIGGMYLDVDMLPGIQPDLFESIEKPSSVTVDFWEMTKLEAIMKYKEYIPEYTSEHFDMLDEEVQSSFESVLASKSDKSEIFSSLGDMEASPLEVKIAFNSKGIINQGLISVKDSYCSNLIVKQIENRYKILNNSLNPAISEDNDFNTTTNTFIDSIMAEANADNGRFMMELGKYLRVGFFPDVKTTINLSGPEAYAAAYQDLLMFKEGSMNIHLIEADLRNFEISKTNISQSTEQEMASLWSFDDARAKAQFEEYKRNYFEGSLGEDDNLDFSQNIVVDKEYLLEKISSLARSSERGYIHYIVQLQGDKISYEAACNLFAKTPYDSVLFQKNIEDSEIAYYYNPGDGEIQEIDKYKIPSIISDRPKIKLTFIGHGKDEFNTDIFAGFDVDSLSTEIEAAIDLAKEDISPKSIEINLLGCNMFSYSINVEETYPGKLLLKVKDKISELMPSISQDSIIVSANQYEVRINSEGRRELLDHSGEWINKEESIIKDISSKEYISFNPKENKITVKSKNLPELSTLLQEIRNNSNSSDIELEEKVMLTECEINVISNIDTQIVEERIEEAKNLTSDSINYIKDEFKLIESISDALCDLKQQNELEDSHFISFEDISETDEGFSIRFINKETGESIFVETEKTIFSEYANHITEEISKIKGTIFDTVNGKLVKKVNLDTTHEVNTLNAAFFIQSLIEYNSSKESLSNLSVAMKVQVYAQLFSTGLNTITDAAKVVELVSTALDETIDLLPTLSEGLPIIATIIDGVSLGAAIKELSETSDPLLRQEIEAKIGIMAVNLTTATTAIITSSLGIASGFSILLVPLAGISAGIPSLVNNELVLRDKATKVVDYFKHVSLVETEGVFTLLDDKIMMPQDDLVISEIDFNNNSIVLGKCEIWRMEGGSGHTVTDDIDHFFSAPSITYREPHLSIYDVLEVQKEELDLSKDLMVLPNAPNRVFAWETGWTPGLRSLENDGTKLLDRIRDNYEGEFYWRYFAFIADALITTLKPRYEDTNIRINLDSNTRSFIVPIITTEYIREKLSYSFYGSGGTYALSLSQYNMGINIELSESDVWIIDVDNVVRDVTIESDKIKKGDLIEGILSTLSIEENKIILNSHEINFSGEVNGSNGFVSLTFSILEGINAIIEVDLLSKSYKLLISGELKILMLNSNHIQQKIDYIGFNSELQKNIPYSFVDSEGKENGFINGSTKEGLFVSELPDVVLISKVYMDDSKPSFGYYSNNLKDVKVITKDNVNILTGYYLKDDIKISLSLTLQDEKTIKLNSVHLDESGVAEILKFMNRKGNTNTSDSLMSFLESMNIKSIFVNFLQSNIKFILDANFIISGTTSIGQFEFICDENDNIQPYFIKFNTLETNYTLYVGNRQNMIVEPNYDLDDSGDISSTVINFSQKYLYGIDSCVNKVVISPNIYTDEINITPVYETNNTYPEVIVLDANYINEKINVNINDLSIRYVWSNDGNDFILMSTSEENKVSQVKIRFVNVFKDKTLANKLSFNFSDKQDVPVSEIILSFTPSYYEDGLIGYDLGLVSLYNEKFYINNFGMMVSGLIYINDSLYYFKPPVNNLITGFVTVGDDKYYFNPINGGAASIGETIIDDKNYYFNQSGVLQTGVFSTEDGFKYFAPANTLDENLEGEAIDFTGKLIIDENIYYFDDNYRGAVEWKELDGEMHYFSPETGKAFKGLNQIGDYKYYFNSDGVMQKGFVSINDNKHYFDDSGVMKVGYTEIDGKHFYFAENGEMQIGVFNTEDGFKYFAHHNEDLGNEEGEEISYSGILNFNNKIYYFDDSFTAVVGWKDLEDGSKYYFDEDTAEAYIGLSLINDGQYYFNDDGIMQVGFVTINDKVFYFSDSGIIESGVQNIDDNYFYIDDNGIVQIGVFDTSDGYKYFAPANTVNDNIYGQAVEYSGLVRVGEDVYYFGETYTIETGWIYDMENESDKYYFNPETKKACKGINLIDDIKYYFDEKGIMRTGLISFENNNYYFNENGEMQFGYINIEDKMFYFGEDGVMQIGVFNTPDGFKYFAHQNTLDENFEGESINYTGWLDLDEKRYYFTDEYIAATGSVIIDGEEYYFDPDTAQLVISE
# CCHF vOTU inh – CCHFV vOTU protease inhibition | AID 651958 | Pep-AMC fluorescence | 370,000 compounds, 0.55% hits | inhibition, % at 11.5 µM; in the data active means inhibition above about 30%; further: 0% = vehicle wells with enzyme and 100% = no enzyme wells
# SSB-PriA inh – blocks PriA binding to SSB C-terminal tail | AlphaScreen SSBct-PriA binding, biotinylated peptide | inhibition, % at 33 µM | 430,000 compounds, 0.6% hits; in the data active means inhibition mostly above about 37%, no sharp cut-off; inactive means mostly below about 20%;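 further: plate controls were negative control peptide for no effect and reference peptide for full effect; strong numbers were not always called active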
# Yp Topo-I inh – blocks Yersinia pestis topoisomerase I activity | Y. pestis Topo-I cleavage product accumulation, plate reader | 360,000 compounds, 0.064% hits | activity, % at 10 µM | AID 504884; in the data active means activity above about 50%, passing the limit was not always enough; inconclusive means no clear call, values can overlap the other calls; further: inactives centre near 2
# * hit, by the source's call; i = inactive; ? = inconclusive; · = no result given. Unless noted, no stated cut-off is given here; in the data, active means inhibition above about 30%; inconclusive means no clear call, values can overlap the other calls; inactive means below that. Some of the compounds tested; rates above refer to the full screens.
SMILES,VHR inh abs,SARS 3CLpro inh,BoNT A protease,PfHsp40 yeast,Anthrax LF prot,BH1578 lux ind,TcdB inh,CCHF vOTU inh,SSB-PriA inh,Yp Topo-I inh
Cn1cnnc1Sc1cc(N2CCN(S(=O)(=O)c3ccc(Cl)c(Cl)c3)CC2)ccc1[N+](=O)[O-],9,5,-0.9,0.2,1,-0.4,·,9,2,37
Cc1cc2c(=O)n(C)c(SCC(=O)c3cc4ccccc4o3)nc2s1,-2,-3,0.4,0.0,4,-4.8,·,6,-17,-2
CSc1ccccc1NC(=O)CN1CC(C)OC(C)C1 (stereo unspecified),6,2,-0.1,-1.5,-7,-0.7,0.2,-8,-12,11
O=C(O)/C=C/C(=O)OC1CC2CCC1C2 (stereo unspecified),-7,-7,0.1,0.1,5,-0.4,0.4,-9,-13,-3
Cc1cccc(NC2=C(Cl)C(=O)OC2NC(=O)c2ccccc2)c1 (stereo unspecified),27,-2,0.7,-0.9,0,-1.5,·,6,-4,6
CC(C)N(C(=O)CN1CCN(S(=O)(=O)c2ccc(Br)s2)CC1)C(C)C,·,·,-0.3,-0.7,-1,-1.8,-6.2,18,-13,15
CC1CN(C(=O)c2ccccc2)c2ccccc2NC1=O (stereo unspecified),-3,0,0.1,0.0,-1,-0.9,·,-7,-8,1
CCS(=O)(=O)N1Cc2ccccc2CC1C(=O)Nc1nc2ccccc2[nH]1 (stereo unspecified),17,3,-0.4,-1.2,-8,-3.3,·,-2,-8,0
COc1ccccc1-n1nc(C(=O)Nc2ccc3c(c2)OCO3)c2ccccc2c1=O,-8,-4,1.1,-2.0,0,0.6,·,5,-14,-3
COc1ccc(-n2c(O)c(/C=C3\C=Nc4ccc(Br)cc43)c(=O)[nH]c2=O)cc1,2,2,-1.4,4.1,-5,i,0.3,-8,·,8
Cc1ccc(C#CC[N+](C)(C)CC#Cc2ccccc2)cc1,7,1,3.8,0.6,-1,i,-0.1,-12,-10,3
Cn1c(C(=O)OC(C(=O)NC2CCCC2)c2ccncc2)cc2sccc21 (stereo unspecified),10,-10,-0.7,0.6,-2,-0.2,·,5,13,-9
COc1cccc(CNC(=O)COC(=O)c2ccc(Cl)s2)c1,·,·,-1.2,0.9,-8,4.3,1.1,20,-8,-5
CCOC(=O)CNc1ccc(OC(F)(F)F)cc1,-7,4,?,0.2,-14,-0.6,0.3,-4,-3,-5
O=C(Nc1ccc2nn(-c3ccccc3)nc2c1)c1ccc(Br)o1,-6,-2,1.9,-0.3,2,i,1.0,-12,1,0
Cc1ccc2[nH]c(=O)c(CN(CCCN3CCOCC3)C(=O)Nc3ccc(Cl)cc3)cc2c1,28,2,-0.4,-1.8,0,-0.3,0.7,-14,-4,18
CCC1(C)C2(C#N)C(N)=NC(OC)(OC)C12C#N (stereo unspecified),4,-3,-0.1,-1.3,2,i,·,-2,-4,-4
COc1ccc(-c2oc3c(c2C(=O)OCCO)C(OCCCO)CCC3)cc1 (stereo unspecified),·,·,0.5,·,5,·,1.6,-7,·,·
Cn1ccsc1=NC(=O)c1ccc([N+](=O)[O-])o1,18,0,-1.7,248*,-1,2.2,2.1,4,-13,-13
Cc1ccc(S(=O)(=O)Nc2ccccc2CNc2ncc(Br)cc2Br)cc1,-4,-5,-1.1,3.5,-3,-0.7,·,-18,-7,3
O=C(CSc1ccsc1[N+](=O)[O-])NCCc1ccc(Cl)cc1,13,0,0.9,-0.6,3,i,·,6,-5,-5
Cc1cn([C@H]2C[C@H](O)[C@@H](/C=C/C(=O)NCc3ccccc3)O2)c(=O)[nH]c1=O,·,·,0.0,·,-5,·,0.2,1,·,·
O=C(ONC1=NCCCCC1)c1cccc([N+](=O)[O-])c1,36,-5,-0.4,-0.6,-1,-0.3,0.5,3,7,7
COc1ccc(CCNC(=O)COC(=O)c2ccc([N+](=O)[O-])o2)cc1,·,·,-0.2,123*,-1,i,-3.3,22,-2,2
N#Cc1ccc(C(=O)OCC(=O)NC(=O)NC2CCCCC2)cc1,·,·,0.6,0.3,0,i,-0.5,4,-6,8
CC(C)C[C@H](NC(=O)OC(C)(C)C)C(=O)N[C@@H](CO)[C@H](O)[C@@H]1C[C@@H]1C(=O)NC1CC1,-7,-5,0.3,-0.8,-5,-0.4,0.3,9,-3,3
Cc1cc2nc(-c3ccco3)c(Cc3ccccc3C(F)(F)F)n2c(C)c1Br,·,·,-0.7,·,-1,·,0.3,18,·,·
Cc1c(C)c2c(OCC(=O)NCC(=O)NCC(=O)O)cc3c(c2oc1=O)CCC(C)(C)O3,-16,-1,4.0,-0.2,1,-0.5,1.2,-306,-8,-6
CN(C)Cc1nc2ccccc2c(=O)n1Cc1nc(C(C)(C)C)cs1,32,-6,-0.2,-1.7,-2,0.4,1.0,10,6,4
Cc1ccc(SCc2ccc(C(=O)Nc3ccccc3Br)cc2)cc1,5,3,0.1,1.8,0,-0.2,-0.5,0,5,26
Cc1cccc(Sc2c([N+](=O)[O-])ncn2C)n1,24,1,1.7,-1.6,5,·,·,16,-4,4
CC(C)CCN1CCN(Cc2cccn2-c2nccs2)CC1CCO (stereo unspecified),8,0,-0.5,-0.2,2,·,0.4,-3,-4,3
CCOc1ccccc1C(=O)NCCc1cnc[nH]1,44,3,-3.7,-0.1,1,i,3.4,-6,-11,8
Cc1c(Br)c([N+](=O)[O-])nn1CC(=O)Nc1ccccn1,11,-1,0.9,-0.9,1,-0.2,-0.4,-9,-4,5
Cc1ccc(C(=O)Nc2ccc3c(c2)OCO3)cc1,13,0,1.4,-1.8,-8,1.9,·,-14,16,-4
COCCN(C(=S)Nc1ccc(C)cc1)C(C)c1cccnc1 (stereo unspecified),12,4,0.1,-0.9,-6,-0.8,0.9,-9,-7,0
Cc1ccc(NC(=S)c2ccccc2)cc1,10,2,-0.7,2.6,-3,-0.3,·,-8,2,1
CC(=O)NCCc1nc2cc(NC(=O)c3ccccc3Cl)ccc2n1C,-2,-3,0.4,1.1,-7,-0.4,-3.4,-9,-2,4
O=C(NCc1ccc(F)cc1)C1Cc2ccccc2CN1C(=O)c1ccco1 (stereo unspecified),22,3,0.1,0.9,1,-0.3,4.6,6,5,-3
COc1ccc(-c2oc3cccnc3c2/C=C/c2ccc(OC)c(OC)c2)cc1,1,3,1.3,-1.1,1,i,0.9,5,-28,3

# Part of the list above with just BoNT A protease and BH1578 lux ind.
SMILES | BoNT A protease | BH1578 lux ind
O=C(NCc1ccc(F)cc1)C1Cc2ccccc2CN1C(=O)c1ccco1 (stereo unspecified) | 0.1 | -0.3
COc1ccc(-c2oc3cccnc3c2/C=C/c2ccc(OC)c(OC)c2)cc1 | 1.3 | i

# Next entries follow.
SMILES,VHR inh abs,SARS 3CLpro inh,BoNT A protease,PfHsp40 yeast,Anthrax LF prot,BH1578 lux ind,TcdB inh,CCHF vOTU inh,SSB-PriA inh,Yp Topo-I inh
O=C(CCN1CCN(c2ccccc2)CC1)NNC(=O)Cc1ccc(Br)cc1,·,·,0.3,0.2,2,i,0.1,-4,-4,-5
O=C(Nc1nc2cc3c(cc2s1)OCCO3)C1CCCCC1,·,·,·,2.3,·,1.7,2.4,5,2,-9
CCOC(=O)N1CCN(C(=O)CSc2ccc(-c3cccnc3)nn2)CC1,6,2,·,·,·,·,1.1,-15,·,·
Nc1ccccc1SCc1cn2cccnc2n1,-10,3,-0.3,-0.5,-4,-0.1,0.8,6,-16,0
O=C(COc1ccc(S(=O)(=O)N2CCCC2)cc1[N+](=O)[O-])N1CCCC1,·,·,0.9,0.8,1,0.7,-1.2,9,-13,11
Nc1cccc(NC(=O)CN2CCOCC2)c1,2,-1,-0.4,0.2,14,1.3,0.7,11,6,9
O=C(NCCc1ccccc1)c1cc(-c2ccncc2)nc2ccc(S(=O)(=O)N3CCOCC3)cc12,-12,-1,0.5,5.3,-3,-0.3,4.3,-6,-6,1
COc1cccc(C2CC(c3ccccc3)Nc3nc(N)nn32)c1 (stereo unspecified),26,0,-0.7,-0.4,-2,i,0.7,5,6,-8
O=C(O)c1csc(-c2cccs2)n1,23,-5,0.5,0.3,-2,i,-0.1,10,-4,-4
CCCCCn1c(SCC(=O)OC)nc2c1c(=O)[nH]c(=O)n2C,12,-2,-0.5,-0.4,-9,0.0,2.0,-5,-4,8
CCCCC(c1nnnn1CCOC)N1CCN(Cc2ccccc2)CC1 (stereo unspecified),31,0,0.7,-0.1,-3,i,·,-3,2,-3
Cc1[nH]n(-c2ccccc2)c(=O)c1N=Nc1cccc(C(=O)O)c1,15,7,-2.8,-0.4,3,-1.7,-2.3,-13,10,-2
Cc1ccc(C)c(NC(=O)c2cc(=O)c3ccccc3o2)c1,-3,-1,0.3,0.9,-3,i,·,-10,-14,-1
O=c1cc(-c2ccccc2F)oc2ccccc12,27,0,-2.7,0.8,-6,i,·,1,1,10
O=C(Nc1ccccc1N1CCCCC1)c1cccs1,-11,-1,-2.6,-0.9,-3,i,·,8,-42,20
CC(C)(C)c1ccc(NC(=O)c2ccc(=O)[nH]n2)cc1,·,-3,2.0,0.7,10,i,1.5,3,5,-6

# Sorted by SMILES length (ascending): twelve of the compounds above
SMILES,VHR inh abs,SARS 3CLpro inh,BoNT A protease,PfHsp40 yeast,Anthrax LF prot,BH1578 lux ind,TcdB inh,CCHF vOTU inh,SSB-PriA inh,Yp Topo-I inh
Nc1cccc(NC(=O)CN2CCOCC2)c1,2,-1,-0.4,0.2,14,1.3,0.7,11,6,9
CSc1ccccc1NC(=O)CN1CC(C)OC(C)C1 (stereo unspecified),6,2,-0.1,-1.5,-7,-0.7,0.2,-8,-12,11
CC1CN(C(=O)c2ccccc2)c2ccccc2NC1=O (stereo unspecified),-3,0,0.1,0.0,-1,-0.9,·,-7,-8,1
COCCN(C(=S)Nc1ccc(C)cc1)C(C)c1cccnc1 (stereo unspecified),12,4,0.1,-0.9,-6,-0.8,0.9,-9,-7,0
Cc1ccc(C)c(NC(=O)c2cc(=O)c3ccccc3o2)c1,-3,-1,0.3,0.9,-3,i,·,-10,-14,-1
O=C(CSc1ccsc1[N+](=O)[O-])NCCc1ccc(Cl)cc1,13,0,0.9,-0.6,3,i,·,6,-5,-5
CCOC(=O)N1CCN(C(=O)CSc2ccc(-c3cccnc3)nn2)CC1,6,2,·,·,·,·,1.1,-15,·,·
Cc1[nH]n(-c2ccccc2)c(=O)c1N=Nc1cccc(C(=O)O)c1,15,7,-2.8,-0.4,3,-1.7,-2.3,-13,10,-2
CCS(=O)(=O)N1Cc2ccccc2CC1C(=O)Nc1nc2ccccc2[nH]1 (stereo unspecified),17,3,-0.4,-1.2,-8,-3.3,·,-2,-8,0
CC(C)N(C(=O)CN1CCN(S(=O)(=O)c2ccc(Br)s2)CC1)C(C)C,·,·,-0.3,-0.7,-1,-1.8,-6.2,18,-13,15
COc1ccc(-n2c(O)c(/C=C3\C=Nc4ccc(Br)cc43)c(=O)[nH]c2=O)cc1,2,2,-1.4,4.1,-5,i,0.3,-8,·,8
O=C(NCCc1ccccc1)c1cc(-c2ccncc2)nc2ccc(S(=O)(=O)N3CCOCC3)cc12,-12,-1,0.5,5.3,-3,-0.3,4.3,-6,-6,1
